GAA glycogen mod – GAA glycogen-cleavage inhibition or activation. recombinant GAA, glycogen substrate, Amplex Red glucose oxidase fluorescence. Potency, µM (top dose mostly 76.4 µM), without a hit: at the top dose activity change, negative = inhibition, most hits filed as inhibitors. actives 0.38% (n = 300,000). AID 2100;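 note: 0% = full enzyme reaction and -100% = no-enzyme basal signal; the screen sought inhibitors and activators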
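Recombinant human enzyme (4 nM); glycogen substrate; 37 C, 40 min, pH 5.0. Readout: coupled glucose oxidase/Amplex Red fluorescence.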
GAA inhib – blocks human lysosomal alpha-glucosidase; purified human GAA, 4-MU-alpha-glucoside fluorescence; Potency, µM (top dose mostly 76.9 µM), for the others: top-dose activity change, negative = inhibition, actives largely listed as inhibitors; P10253; actives 0.005% (n = 200,000);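 note: plate controls were uninhibited enzyme wells for no effect and no-enzyme background for full effect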
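AC50 values come from Hill fits of compound titrations (up to 77 uM) against 4 nM human enzyme. Substrate 4-methylumbelliferyl-alpha-D-pyranoside at 400 uM, pH 5.0 citrate buffer, 20 min room temperature; fluorescence Ex 365/Em 440 after alkaline stop.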
GoLoco inh red – blocks human Gai1 binding to RGS12 GoLoco peptide, red readout | P63096 | Gai1:RGS12 GoLoco peptide FP, rhodamine, 10 min | Potency, µM (doses to about 61.6 µM), for inactives: at the highest dose activity, negative = inhibition, hits mostly inhibitors | actives 0.44% (n = 230,000) | AID 880; active = well fitted inhibition curve with a large enough effect, not every such curve was filed as active; inactive = no such curve, though single readings can be large or run the other way; note: nearly all actives have a fitted effect of over 30% in size; many of its hits are not listed in these tables
Target sequence (P63096 whole entry, looked up): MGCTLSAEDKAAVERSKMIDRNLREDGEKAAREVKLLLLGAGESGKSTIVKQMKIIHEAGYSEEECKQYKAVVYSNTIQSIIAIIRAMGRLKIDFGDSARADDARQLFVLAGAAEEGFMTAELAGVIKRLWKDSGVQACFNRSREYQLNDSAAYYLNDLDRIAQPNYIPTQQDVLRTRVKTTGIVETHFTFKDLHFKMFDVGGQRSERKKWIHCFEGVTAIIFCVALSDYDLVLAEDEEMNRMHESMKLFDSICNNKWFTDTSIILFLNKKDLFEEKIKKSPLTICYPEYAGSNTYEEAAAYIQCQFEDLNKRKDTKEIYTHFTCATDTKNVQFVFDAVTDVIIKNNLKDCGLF
RECQ1 inh – RECQ1 (human) helicase inhibition. P46063. RECQ1 DNA unwinding, red fluorescence kinetic read. Potency, µM (titrated, usually from 57.3 µM), inactives show top-dose activity, negative = inhibition, actives largely listed as inhibitors. AID 2549. actives 0.54% (n = 240,000);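 note: plate controls were vehicle for no effect and no enzyme for full effect; nearly all actives have a fitted effect of over 30% in size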
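50 nM RECQ1T1 preincubated 15 min with compound in Tris pH 8.0 buffer with MgCl2, DTT, Tween-20 and 2.5 ug/ml poly(dI-dC); started with 200 nM TAMRA/BHQ-2 forked duplex and 2 mM ATP. Unwinding read as fluorescence (525/598 nm), two reads 2 h apart.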
GAA spleen mod – inhibits or activates alpha-glucosidase in human spleen homogenate. P10253. human spleen homogenate, 4-MU-alpha-glucoside fluorescence. Potency, µM (doses to about 79.9 µM), inactives show at the highest dose activity change, negative = inhibition, actives largely listed as inhibitors. actives 0.006% (n = 240,000);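 note: 0% = enzyme with vehicle and -100% = no enzyme basal signal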
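Enzyme source: human spleen homogenate, 1 ug/well. Buffer 50 mM citric acid/K phosphate pH 5.0, 0.01% Tween-20. 4-MU-alpha-glucoside 1 mM; 37 C x 40 min; NaOH/glycine stop; fluorescence.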
TexasRed fluor – alters Texas Red total fluorescence, flagging assay interference | actives 0.29% (n = 280,000) | Potency, µM (doses to about 106 µM), inactives show at the top dose fluorescence change, negative = quenching | TRb/SRC2 Texas Red total fluorescence interference; active = well fitted curve in either direction with a large enough effect; inconclusive = small, poorly fitted or top-dose-only effect
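Human TRβ ligand-binding domain (0.6 uM) and Texas Red SRC2 peptide (20 nM) in Tris buffer with 1 uM T3 and 5% DMSO were incubated with pinned compound for 5 hr at ambient temperature. Total fluorescence was computed as S + 2P (555/632 nm).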
TRb SRC2 PPI – disrupts binding of human TR beta to SRC2; P10828; TRbeta-SRC2 peptide binding, fluorescence polarization; receptor liganded with 1 µM T3; Potency, µM (titrated, usually from 106 µM), inactives show at the top dose activity change, negative = inhibition, most hits filed as inhibitors; actives 0.065% (n = 280,000); AID 1469;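 note: plate controls were bound peptide for no effect and peptide without receptor for full effect; nearly all actives have a fitted effect of over 50% in size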
Target sequence (P10828 whole entry, looked up): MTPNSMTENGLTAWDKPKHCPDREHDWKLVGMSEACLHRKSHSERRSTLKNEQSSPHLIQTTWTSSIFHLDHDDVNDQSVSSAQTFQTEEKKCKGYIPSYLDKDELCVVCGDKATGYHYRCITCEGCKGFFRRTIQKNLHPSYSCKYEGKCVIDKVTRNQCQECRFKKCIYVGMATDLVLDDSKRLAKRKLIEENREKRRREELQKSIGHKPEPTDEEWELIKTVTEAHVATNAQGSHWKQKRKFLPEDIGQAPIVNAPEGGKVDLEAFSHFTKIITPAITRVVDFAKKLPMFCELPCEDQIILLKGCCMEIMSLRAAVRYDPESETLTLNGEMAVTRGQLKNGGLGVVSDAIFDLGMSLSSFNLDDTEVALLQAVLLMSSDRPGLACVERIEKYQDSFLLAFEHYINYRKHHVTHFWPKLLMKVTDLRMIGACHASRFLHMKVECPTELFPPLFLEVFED
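Assay buffer: 20 mM Tris-HCl, 100 mM NaCl, 10% glycerol, 1 mM EDTA, 0.01% NP-40, 1 mM DTT, 1 uM T3, 5% DMSO; TRb LBD 0.6 uM, Texas Red SRC2 20 nM; FP after 5 hr.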
L3MBTL1 block – inhibitors of human L3MBTL1 | actives 0.66% (n = 230,000) | Potency, µM (top dose mostly 57.1 µM), inactives show at the highest dose activity, negative = inhibition, most hits filed as inhibitors | Q9Y468 | AlphaScreen L3MBTL1–H3K9me1 peptide binding; note: nearly all actives have a fitted effect of over 60% in size
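Displacement of a biotinylated histone H3(1-15) peptide monomethylated at Lys9 (75 nM) from L3MBTL1 (50 nM) was measured by AlphaScreen after a 30 min room-temperature compound incubation; cefsulodin titration served as intraplate control.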
Starred values were filed as active, the others as inactive; i = inactive; ? = inconclusive; nt = no result given; & = joins results of further samples; [ ] = another dose, or the depositor's remark. Unless noted, calls come from the whole dose curve; as a rule, active = well fitted curve in the direction sought with a large enough effect; inconclusive = small, poorly fitted or top-dose-only effect, or another doubt; inactive = no such curve, though single readings can be large; an effect the other way counts as inactive or inconclusive. Unless noted, % is set by controls: 0 for no effect and ±100 for the full control effect; potency is the fitted concentration of half-maximal effect.

item	SMILES	GAA glycogen mod	GAA inhib	GoLoco inh red	RECQ1 inh
1	O=C(NCC(=O)N(c1cccnc1)C(C(=O)NCc1ccco1)c1ccccc1)c1ccco1 (centres undefined)	11%	-10%	-1%	-2%
2	CCOC(=O)CC1(C)OCC(C[N+]2(C)CCCCC2)O1 (centres undefined)	0%	1%	11µM*	-12%
3	CCCCOC(=O)Nc1nc2ccc([N+](=O)[O-])cc2s1	4%	-4%	4%	-15%
4	Cc1cc(C)c(C(=O)CSc2nnc(N)s2)cc1C	4%	?	5%	-8%
5	COC(=O)[C@@]1(Cc2ccc(OC)cc2)[C@H]2c3cc(C(=O)N4CCCC4)n(CCO)c3C[C@H]2CN1C(=O)c1ccccc1	1%	6%	2%&5%	-1%&-8%
6	O=C(Nc1ccccc1N1CCCC1)c1cc2ccccc2o1	-23%	-5%	4%	-6%
7	CCC1(C)Cc2ccccc2C(=S)N1 (centres undefined)	4%	13%	5%	i
8	Cc1ccc(S(=O)(=O)N2CCC(=O)N(C(COCc3cccc(C(F)(F)F)c3)C(C)C)CC2)cc1 (centres undefined)	-4%	nt	-3%	-17%
9	CCOCCCNC(=O)C(NC(=O)CNC(=O)c1ccccc1)c1ccccc1 (centres undefined)	-3%	1%	-4%	4%
10	O=C(Cn1cnc2ccccc2c1=O)N1CCc2ccccc2C1	7%	4%	8%	-8%
11	Cc1ccc(CN2C(=O)C(C)Oc3ccccc32)cc1 (centres undefined)	-2%	0%	10%	-4%
12	Cc1ccc(N(CC(=O)N2CCOCC2)S(C)(=O)=O)cc1	7%	8%	-14%	i

item	GAA spleen mod	TexasRed fluor	TRb SRC2 PPI	L3MBTL1 block
1	-1%	-1%	0%	-2%
2	1%	2%	-2%	nt
3	5%	-1%	10%	20%
4	-7%	-5%	3%	-4%
5	1%&1%	-2%&1%	11%&1%	-7%
6	6%	2%	-23%	-20%
7	1%	0%	3%	-12%
8	5%	-2%	6%	6%
9	0%	1%	-10%	nt
10	-8%	0%	3%	-4%
11	-2%	0%	-2%	17%
12	-4%	0%	7%	-8%

Further results follow.
item	SMILES	GAA glycogen mod	GAA inhib	GoLoco inh red	RECQ1 inh
13	O=C(C(NS(=O)(=O)c1cccs1)c1ccccc1)N1CCN(c2ccccc2)CC1 (centres undefined)	0%	-3%	20%	-8%
14	COc1ccc(S(=O)(=O)Cc2ccc(C(=O)NCc3cccs3)o2)cc1	-33%	1%	4%	-6%
15	CC(NC(=O)c1cc2ccccc2o1)c1cccs1 (centres undefined)	6%	-8%	1%	i
16	NNC(=S)Nc1cc(S(=O)(=O)N2CCOCC2)ccc1N1CCOCC1	?	?	7%	i
17	O=C(Nc1ccccc1)c1ccc[nH]1	8%	1%	-2%	-3%
18	Cc1cc(C)c2nc(-c3cccnc3)cc(C(=O)NC(C)c3cnn(C)c3C)c2c1 (centres undefined)	-18%	-11%	24%	i
19	Cc1ccccc1-n1nc(C)c2cc(C(=O)N3CCN(S(=O)(=O)c4ccc(F)cc4)CC3)sc21	-15%	5%	-15%	6%
20	CCOC(=O)N1CCC(N2CC34C=CC(O3)C(C(=O)Nc3ccc(C)cc3)C4C2=O)CC1 (centres undefined)	3%	-5%[15.4 µM]	6%	0%
21	Cn1cc(-c2cc(C(=O)O)on2)cn1	9%	nt	0%	i
22	Cc1onc(-c2ccccc2)c1-c1csc(N/N=C/c2ccccc2)n1	?	-21%	-15%	0%
23	COc1ccc(-c2nnc(-c3cc4ccccc4oc3=O)o2)cc1	-2%	1%	-10%	2%
24	C/C(=N\NC(=O)c1cc(C)nc2ccccc12)c1ccc([N+](=O)[O-])cc1	2%	?	-15%	-8%

item	GAA spleen mod	TexasRed fluor	TRb SRC2 PPI	L3MBTL1 block
13	6%	0%	10%	-4%
14	-5%	-1%	-2%	nt
15	-17%	-1%	-4%	nt
16	2%	-1%	2%	nt
17	-6%	1%	6%	5%
18	-4%	-2%	0%	3%
19	9%	-3%	-3%	?
20	2%	2%	8%	3%
21	4%	-3%	4%	nt
22	-24%	0%	4%	-12%
23	-3%	-2%	11%	-16%
24	-5%	-2%	-8%	34%

Next section
item	SMILES	GAA glycogen mod	GAA inhib	GoLoco inh red	RECQ1 inh
25	N#C/C(=C/c1ccc2c(c1)OCO2)C(=O)NCCc1c[nH]c2ccccc12	-7%	0%	8%	-5%
26	O=C(O)CCCCCNc1nc(=S)[nH]c2ccccc12	1%	3%	-40%	9%
27	Cc1cc2c(=O)n(CC(=O)N3CCN(c4ccccc4)CC3)cnc2s1	-2%	1%	2%	0%
28	CCCN1[C@H](C(=O)OC)C[C@@]2(O)[C@@H](O)[C@@H](O)[C@@H](O)C[C@@H]12	nt	nt	-13%	-7%
29	COc1ccc(-n2ncc(Cl)c(Cl)c2=O)cc1	2%	3%	0%	i
30	Cc1c(CN2CCC(CO)(Cc3ccccc3)CC2)c2ccccc2n1C	1%	4%	10%	i
31	CCn1cc(C(=O)NC2CC3CCC2C3)c(=O)c2ccc(C)nc21 (centres undefined)	-1%	-3%	0%	3%
32	Oc1ccc(Br)cc1/C=N/Nc1ncc(-c2ccccc2)cn1	5%	2%	-10%	-1%
33	CN(C)CCCNC(=O)c1ccc(-c2nc(-c3ccc(Cl)cc3)cs2)cc1	3%	-4%	33%[activator]	5%
34	COCc1cc(C)nc2sc(C(=O)NN)c(-n3cccc3)c12	?	7%	3%	-2%
35	Cc1[nH]nc(Nc2ccc(O)cc2)c1[N+](=O)[O-]	11%	-2%	12%	12%
36	FC(F)(F)c1ccnc(N2CCN(Cc3cnc(-c4ccccc4)[nH]3)CC2)c1	4%	0%[15.4 µM]	6%	7%

item	GAA spleen mod	TexasRed fluor	TRb SRC2 PPI	L3MBTL1 block
25	-4%	-1%	5%	-18%
26	-6%	1%	5%	31%[activator]
27	-9%	-2%	-14%	-4%
28	-6%	-2%	10%	nt
29	-15%	2%	4%	4%
30	7%	2%	3%	-17%
31	-13%	1%	8%	4%
32	1%	-2%	0%	1%
33	-4%	4%	-1%	0%
34	-4%	2%	1%	nt
35	-1%	2%	-1%	3%
36	-1%	0%	-4%	?

Going on with the list:
item	SMILES	GAA glycogen mod	GAA inhib	GoLoco inh red	RECQ1 inh
37	N#CCOc1ccc(C2=NO[C@@H]3[C@@H]4C[C@@H]([C@H]5C(=O)N(c6ccc7c(c6)OCO7)C(=O)[C@@H]45)[C@H]23)cc1	-3%	-1%	11%	-10%
38	Cc1ccnc(-n2c(CCN3C(=O)c4ccccc4C3=O)nc3ccccc3c2=O)c1	-2%	-11%	-6%	-1%
39	CNS(=O)(=O)c1ccc(Cl)nc1	-3%	-7%	-2%	i
40	CCCCN(Cc1ccco1)C(=O)Cn1ncc2c(=O)oc3ccc(C)cc3c21	?	-10%	8%	-6%
41	CO[C@H]1COC(=O)[C@@H](C)NC(=O)C/C=C\[C@@H](C)[C@H](OC)COC(=O)C/C=C\[C@@H]1C	nt	nt	nt	-2%[11.5 µM]
42	CC(C)CNS(=O)(=O)c1ccc(S(=O)(=O)N2CCC3(CC2)OCCO3)cc1	-5%	-1%	-8%	2%
43	N#Cc1c(-c2ccccc2Cl)noc1/C=C/Nc1ccc(C(=O)O)cc1	-1%	-13%	1%	-21%
44	O=c1c(C(c2ccccc2)c2c(O)nc3n(c2=O)CCS3)c(O)nc2n1CCS2	1%	-3%	-10%	1%
45	CC(C)(C)C(=O)NCCN1CCN(C(=O)C(C)(C)C)CC1	-1%	0%	-5%	-4%
46	CC(C)n1c(NCc2cc(Cl)ccc2O)nc2ccccc21	-5%	-7%	-8%	-9%

item	GAA spleen mod	TexasRed fluor	TRb SRC2 PPI	L3MBTL1 block
37	-5%	-2%	7%	7%
38	-7%	-1%	-1%	39%[activator][11.4 µM]
39	2%	-2%	0%	4%
40	6%	-2%	-4%	nt
41	2%[17.4 µM]	-1%[11.2 µM]	-6%[11.2 µM]	nt
42	-3%	-1%	1%	-4%
43	-21%	-9%	19%	nt
44	2%	-2%	1%	2%
45	1%	-3%	-21%	2%
46	-4%	0%	8%	nt

Molecules above with a thiophene ring, fused or not:
item	SMILES	GAA glycogen mod	GAA inhib	GoLoco inh red	RECQ1 inh
13	O=C(C(NS(=O)(=O)c1cccs1)c1ccccc1)N1CCN(c2ccccc2)CC1 (centres undefined)	0%	-3%	20%	-8%
14	COc1ccc(S(=O)(=O)Cc2ccc(C(=O)NCc3cccs3)o2)cc1	-33%	1%	4%	-6%
15	CC(NC(=O)c1cc2ccccc2o1)c1cccs1 (centres undefined)	6%	-8%	1%	i
19	Cc1ccccc1-n1nc(C)c2cc(C(=O)N3CCN(S(=O)(=O)c4ccc(F)cc4)CC3)sc21	-15%	5%	-15%	6%
27	Cc1cc2c(=O)n(CC(=O)N3CCN(c4ccccc4)CC3)cnc2s1	-2%	1%	2%	0%
34	COCc1cc(C)nc2sc(C(=O)NN)c(-n3cccc3)c12	?	7%	3%	-2%

item	GAA spleen mod	TexasRed fluor	TRb SRC2 PPI	L3MBTL1 block
13	6%	0%	10%	-4%
14	-5%	-1%	-2%	nt
15	-17%	-1%	-4%	nt
19	9%	-3%	-3%	?
27	-9%	-2%	-14%	-4%
34	-4%	2%	1%	nt

Single values from the results shown.
Result of compound 42 under RECQ1 inh: 2%
Result of compound 44 under GoLoco inh red: -10%

A portion of the library; count on the stated rates, not on these rows.
